Kir21 inh – Kir2.1 (mouse) channel inhibition; 310,000 tested, 0.85% active; P35561; HEK293-Kir2.1, FluxOR thallium flux fluorescence; hits give low values; B-score at 10 µM;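 active = fluorescence ratio B-score at or below minus 3 SD of library scores, with starting-brightness B-score within 2 SD, cut at about -4.2 in these data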;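 also: channel flux triggered by added potassium and thallium sulfate stimulus; B-score of peak minus minimum fluorescence over baseline after thallium stimulus; more negative B-score means stronger Kir2.1 block with less thallium influx; some compounds called inactive have numbers as strong as hits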
Target sequence (P35561 whole entry, looked up): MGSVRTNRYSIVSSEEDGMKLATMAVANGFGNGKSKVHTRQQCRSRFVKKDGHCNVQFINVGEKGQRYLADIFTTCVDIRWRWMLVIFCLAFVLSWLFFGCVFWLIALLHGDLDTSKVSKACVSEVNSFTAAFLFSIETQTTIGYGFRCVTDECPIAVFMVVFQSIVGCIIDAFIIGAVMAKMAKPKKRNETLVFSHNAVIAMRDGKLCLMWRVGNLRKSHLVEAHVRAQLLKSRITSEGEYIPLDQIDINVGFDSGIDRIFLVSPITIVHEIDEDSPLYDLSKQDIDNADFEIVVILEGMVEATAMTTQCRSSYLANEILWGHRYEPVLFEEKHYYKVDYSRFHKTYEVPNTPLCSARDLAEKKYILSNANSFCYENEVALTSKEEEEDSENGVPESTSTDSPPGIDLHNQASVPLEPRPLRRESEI
STK33 kinase inh – inhibitors of human STK33 kinase; Q9BYT3; purified STK33, MBP phosphorylation, ADP-Glo luminescence; inhibition, % at 10 µM; 320,000 tested, 0.073% active;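 active = inhibition at or above 25%, using the most active replicate where run in duplicate; inactive = inhibition below 25%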
Target sequence (Q9BYT3 whole entry, looked up): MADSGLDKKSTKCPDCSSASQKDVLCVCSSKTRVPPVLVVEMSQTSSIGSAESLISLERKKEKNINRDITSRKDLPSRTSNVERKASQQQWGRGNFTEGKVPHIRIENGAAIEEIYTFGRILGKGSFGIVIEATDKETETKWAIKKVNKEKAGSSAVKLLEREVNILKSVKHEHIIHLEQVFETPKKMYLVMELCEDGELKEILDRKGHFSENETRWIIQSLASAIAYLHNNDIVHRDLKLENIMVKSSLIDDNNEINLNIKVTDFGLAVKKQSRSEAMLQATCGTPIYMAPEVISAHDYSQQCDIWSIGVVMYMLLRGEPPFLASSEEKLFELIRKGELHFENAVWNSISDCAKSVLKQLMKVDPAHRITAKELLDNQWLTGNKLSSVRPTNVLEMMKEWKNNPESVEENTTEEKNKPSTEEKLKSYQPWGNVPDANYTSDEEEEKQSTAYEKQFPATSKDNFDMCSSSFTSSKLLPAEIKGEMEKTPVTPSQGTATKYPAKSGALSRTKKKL
* = called active by the depositor; . = not tested or not shown.

SMILES	Kir21 inh	STK33 kinase inh
O=C(CSc1nnnn1C1CCCCC1)Nc1ccc(F)cc1	-1.13	-0.2
O=C(O)COc1ccc(/C=C/c2nc(-c3ccccc3O)n[nH]2)cc1	0.59	12.4
COc1ccccc1C(=O)NNC(=O)c1ccccc1[N+](=O)[O-]	0.17	-1.2
Cc1ccccc1CNC(=O)CCn1nc(C)c2c(C)n(-c3ccccc3)nc2c1=O	-0.03	-0.6
Cc1nccn1CCOc1ccccc1Cl	1.06	0.5
O=C(NC1(C(F)(F)F)NC(=O)N(C2CCCCC2)C1=O)C1CC1 (stereo not given)	0.94	-1.2
O=C(CSc1nc(O)c(Cc2ccccc2)c(=O)[nH]1)N1CCOCC1	-0.47	-1.3
CN(C)c1ccc(Nc2c3c4c(cccc4n(C)c2=O)C(=O)c2ccccc2-3)cc1	.	-0.4
COc1ccc(C(=O)N2CCCC(c3nc(-c4cc(OC)c(OC)c(OC)c4)no3)C2)cc1 (stereo not given)	-2.81	-1.6
Cc1n[nH]c(C)c1Sc1ccccc1N=Cc1cc([N+](=O)[O-])ccc1O	-0.44	-1.4
COC(=O)c1sc(-c2ccc(C(C)(C)C)cc2)cc1NC(=O)CSCC(=O)O	0.82	1.4
CCCCN1C[C@H](Cc2ccccc2)[C@@H](CC(=O)Nc2ccccc2)C1=O	-1.05	-1.0
CCOc1ccc(S(=O)(=O)c2c(C(=O)c3ccccc3)cnc3cc4c(cc23)OCCO4)cc1	-1.97	-2.8
COC(=O)[C@@]12CCCCN1[C@H](c1ccc(-c3ccc(OC)cc3)cc1)[C@@H]1C(=O)N(C)C(=O)[C@@H]12	-1.73	0.0
C[C@H](NC(=O)c1[nH]cnc1C(=O)Nc1cccc(Cl)c1)c1ccccc1	.	-0.8
O=C(/C=C/c1ccc(F)cc1)NCCC1=CCCCC1	-2.31	-1.2
CC(C)(C)OC(=O)C[C@H]1C/C=C\C[C@@H](CC(=O)N(CCO)Cc2ccccc2)C(=O)N[C@H](Cc2ccccc2)COC1=O	.	0.5
CCCCn1c(O)c(/C=C2\C=NN=C2c2ccccc2)sc1=S	0.27	-0.8
Nc1ccc2nc3c(c(Cl)c2c1)CCCC3	2.36	2.6
CC(=O)Nc1ccc(NC(=O)c2cccc(Oc3ccccc3)c2)cc1	0.39	-0.2

A portion of the results above:
SMILES	Kir21 inh	STK33 kinase inh
O=C(CSc1nnnn1C1CCCCC1)Nc1ccc(F)cc1	-1.13	-0.2
O=C(O)COc1ccc(/C=C/c2nc(-c3ccccc3O)n[nH]2)cc1	0.59	12.4

Later entries
SMILES	Kir21 inh	STK33 kinase inh
O=C(OCc1cc(Cl)ccc1OC(F)F)c1cncc(Br)c1	0.24	-0.4
CCN(CC)S(=O)(=O)c1ccc(C(=O)N2CCN(c3ncccn3)CC2)cc1	-1.88	-1.2
O=C(CCN1C(=O)/C(=C/c2ccccc2)SC1=S)NCCc1ccc(O)cc1	-0.96	-1.2
COc1cccc(CNS(=O)(=O)c2ccc(S(=O)(=O)NC3CC3)cc2)c1	1.98	-1.3
CCC1CCCCN1C(=O)CSc1nc(N)c(NC(=O)c2ccco2)c(=O)[nH]1 (stereo not given)	-0.6	-1.0
CC(C)COc1ccc(C(=O)OCC(=O)NCc2cccs2)cc1	.	-0.3
COC(=O)Cc1c(C)c2ccc(OCC(=O)N3CCOCC3)cc2oc1=O	-0.87	-0.3
COc1cccc(CN2C(=O)[C@@H]3Cc4c([nH]c5ccccc45)C(C)(C)N3C2=O)c1	-0.46	0.6
CCn1c(SCC(=O)Nc2ccc3[nH]c(=O)[nH]c3c2)nnc1-c1ccccc1	0	1.2
COc1ccc(C(C(=O)NC2CCCCC2)N(C(=O)CCl)c2ccc(OC)cc2)cc1 (stereo not given)	0.07	-0.5
O=C(c1ccc2nc[nH]c2c1)N1CCN(c2cccc(C(F)(F)F)c2)CC1	-1.09	1.3
CC1(C)CC(CC(=O)Nc2ccccc2[N+](=O)[O-])C(=O)O1 (stereo not given)	-0.02	-1.9
COc1ccc(Br)cc1CN1CCN(Cc2c[nH]c3ccccc23)CC1	-4.01	0.5
CCC(=O)Nc1ccc(C(=O)COC(=O)C(CCSC)NC(=O)COc2ccccc2)cc1 (stereo not given)	0	-1.4
Cc1ccccc1CC(=O)Nc1cc(C(C)(C)C)on1	1.1	0.0
CCOc1ccccc1Nc1cc2n(c(=O)n1)CCc1cc(OC)c(OC)cc1-2	-1.86	1.4
CSc1nsc(SCC(=O)NCc2ccc(C)cc2)n1	-0.4	-2.6
Cc1cccc(-n2c(CCn3nc(C)c([N+](=O)[O-])c3C)n[nH]c2=S)c1	-3.12	-1.0
CCOC(=O)Nc1ccc2nc(N3CCCCCC3)sc2c1	4.15	-0.6
COc1nc(C)ccc1-c1noc(-c2cccs2)n1	1.14	-0.3

Quoted at random: 4 records from the list
SMILES	Kir21 inh	STK33 kinase inh
CCC1CCCCN1C(=O)CSc1nc(N)c(NC(=O)c2ccco2)c(=O)[nH]1 (stereo not given)	-0.6	-1.0
COc1cccc(CNS(=O)(=O)c2ccc(S(=O)(=O)NC3CC3)cc2)c1	1.98	-1.3
COc1nc(C)ccc1-c1noc(-c2cccs2)n1	1.14	-0.3
CSc1nsc(SCC(=O)NCc2ccc(C)cc2)n1	-0.4	-2.6

The listing continues.
SMILES	Kir21 inh	STK33 kinase inh
CC(C)=NN1C(c2nonc2N)=NOC1(C)C	-0.44	-1.3
O=C(NCCCNC(=O)c1ccc(Cl)cc1Cl)c1ccco1	0.97	1.3
Cc1ccc(S(=O)(=O)NCCC(=O)NCC(c2cccs2)N2CCOCC2)cc1 (stereo not given)	0.63	-1.1
O=C(Cc1ccccc1)NCC1COc2ccccc2O1 (stereo not given)	0.25	0.1
CC(NC(=O)c1sc2cc([N+](=O)[O-])ccc2c1Cl)C(C)(C)C (stereo not given)	2.97	-1.2
Cc1ccccc1CSc1nnc(-c2ccco2)n1Cc1ccco1	-8.15*	1.4
Cc1ccc(S(=O)(=O)N2CCN(S(=O)(=O)N3CCC(C)CC3)CC2)cc1C	1.45	-2.1
NC(=O)[C@@H]1CCCN1Cc1nc(Cc2ccccc2Cl)no1	2.25	0.0
CN1CCN(CC(=O)NC2CCCCC2)CC1	1.17	-1.5
O=c1c(C(c2ccccc2)c2c(O)nc3n(c2=O)CCCS3)c(O)nc2n1CCCS2	-0.15	-1.7
O=C(CCc1nnc(CCCCc2ccccc2)o1)NCCc1cccnc1	0.02	0.3
COc1ccc(-c2nc3cnccn3c2NC(C)(C)CC(C)(C)C)cc1O	-0.8	0.0
CCOC(=O)c1[nH]c2ccc(F)cc2c1N=C(C)N(CC)CC	-0.46	-1.8
COc1ccccc1NC(=O)C1=C(C)N(c2ccccc2)C(=S)NC1c1cccc(C(F)(F)F)c1 (stereo not given)	0.58	0.8
COc1ccc(OCCNc2c([N+](=O)[O-])c(=O)oc3ccccc23)cc1	0.2	-0.7
Cc1cc2ncn(N)c2cc1C	0.78	-2.5
Cn1c(SCC(=O)N/N=C/C=C/c2ccccc2[N+](=O)[O-])nc2ccccc21	0.17	-0.7
CN(c1ccc(C(=O)N2CCCCCC2)cc1)S(=O)(=O)c1ccccc1	.	0.3
COc1ccccc1/C=N/NC(=O)C(C)Cn1cnc2ccccc21 (stereo not given)	0.61	1.2
O=C(O)c1ccc(N2CCCS2(=O)=O)cc1	-1.88	0.3
NC1=NC[C@H](c2ccccc2)N1CCCCC1CCCCC1	-6.74*	1.9
CC(C)c1ccc(NC(=O)C2CCN(S(=O)(=O)c3ccc4c(c3)NC(=O)CO4)CC2)cc1	0.39	0.0
COc1ccc(CN(CCCN2CCOCC2)C(=O)Nc2ccccc2)cc1OC	-0.97	-0.6
COc1ccc(Nc2nc(C(=O)N3CCc4ccccc4C3)cs2)cc1	1	0.4
Cc1cc(C)n2c(SCC(=O)NCc3ccc4c(c3)OCO4)nnc2n1	0.5	-0.6
Cc1nc2scc(C)n2c(=O)c1S(=O)(=O)N1CCN(c2ccccc2F)CC1	-0.05	0.5
CC(C(=O)Nc1ccc(C(=O)O)c(O)c1)N1C(=O)/C(=C\c2ccco2)SC1=S (stereo not given)	1.97	2.2
Cc1cc2nc(SC(C)C(=O)O)[nH]c2cc1C (stereo not given)	0.53	-4.8
COC(=O)C1C(=O)c2c([nH]c(C(=O)OC3CCCC3)c2C)CC1C (stereo not given)	1.04	-0.6
O=C(c1ccccc1)N1CCN=C1c1ccccc1	-0.31	-1.4
CC(OC(=O)c1ccc(Cl)c([N+](=O)[O-])c1)C(=O)N1CCN(Cc2ccccc2)CC1 (stereo not given)	.	0.8
Cc1ccccc1CSc1nnc(NC(=O)Cc2cccs2)s1	0.39	-2.6
Cc1oc2ccc(OCc3c(F)cccc3Cl)cc2c1C(=O)O	-0.24	-1.0
CC(=O)N1N=C(c2cccs2)CC1c1cc2cc(C)ccc2nc1Cl (stereo not given)	0.86	-0.1
COc1ccc(C(=O)/C(C)=N/O)cc1OC	-1.39	-1.8
CCCn1cc(SCC(=O)NC2CCCC2)c2ccccc21	-3.14	0.1
COc1cccc(CSCC(=O)NCCc2ccccc2)c1OC	-0.16	-1.8
CCCCNC(=O)CSc1nc2n[nH]c(C)c2c(=N)n1-c1cccc(Cl)c1C	0.33	-0.8
CCCNC(=O)N1CCN(c2ncccn2)CC1	0.45	-0.1
CC(=O)c1cc2c(cc1NC(=O)CN(C)S(=O)(=O)c1cccs1)OCO2	.	-1.2
CC(c1ccco1)N(C(=O)CSc1ccc(Br)cc1)c1ccccn1 (stereo not given)	-6.43*	1.3
Cc1ccc(N2C(=O)C3C(C2=O)C2C=CC3C23CC3)c([N+](=O)[O-])c1 (stereo not given)	-1.96	-1.2
O=C(CN1CCN(c2nc(-c3ccc(F)cc3)cs2)CC1)Nc1ccc2c(c1)OCO2	-0.38	-0.3
COc1cc(NC(=O)CCn2c(=S)oc3ccccc32)cc(OC)c1OC	-0.03	0.1
C[C@]12CC[C@@H]3c4ccc(O)cc4CC[C@H]3[C@@H]1CCC2=O	2.37	-0.9
Cc1c(CN(C)C(=O)/C=C/c2ccc([N+](=O)[O-])cc2)cnn1C	-0.94	0.0
COc1ccc(CCN2C(=O)CC(NNC(=O)c3ccccc3Br)C2=O)cc1OC (stereo not given)	-0.33	2.0
NCC(=O)c1cccc2ccc[n+]([O-])c12	0.98	1.6
CC1Oc2ccccc2N(CC(=O)NCCc2ccccc2)C1=O (stereo not given)	-0.62	0.8
COc1ccc(C(=O)NCCc2cn3ccc(C)cc3n2)cc1	0.79	1.3
COC(=O)c1ccc(Sc2ccc(F)cc2)c(N)c1	1.72	-1.5
O=C(O)c1ccc(-c2nc3ccccc3[nH]2)cc1	-0.01	5.3
O=C(Cn1cnc2c(nnn2Cc2ccc(Cl)cc2)c1=O)NCc1ccco1	1.47	-0.2
NC(=O)CS(=O)(=O)c1nc2ccccc2n1CC(=O)N1CCCCC1	0.18	-0.2
CCOc1ccc(N2CC(C(=O)Nc3c(C)n(C)n(-c4ccccc4)c3=O)CC2=O)cc1 (stereo not given)	0.83	0.1
CCOc1cc(C(=O)N2CCN(C/C=C/c3ccccc3)CC2)cc(OCC)c1OCC	-1.48	1.0
CC1=C(C#N)C(c2cccnc2)C2=C(N1)c1ccccc1C2=O (stereo not given)	0.8	0.0
Cc1cc(-c2ccccc2)nc2cc(C(=O)NCCCn3ccnc3)nn12	0.01	-0.1
CN(C)CCCn1cnc2c1c(=O)[nH]c(=O)n2Cc1ccccc1	0.4	-1.1
Cc1noc(C)c1CSc1ncnc2sc3c(c12)CCCCC3	-0.14	0.1

Other structures follow.
SMILES	Kir21 inh	STK33 kinase inh
Cn1ncc(Br)c1C(=O)Nc1ccc(Br)cn1	2.36	-0.9
Cn1nnnc1SCCNC(=O)C1CCC(=O)N(CCc2cccc(F)c2)C1 (stereo not given)	-0.12	1.1
COc1ccc(C=O)cc1CN1CCCN(Cc2ccccc2F)S1(=O)=O	0.03	0.7
O=C(/C=C/c1ccc(Cl)cc1)NC(=S)Nc1ccc(NC(=O)c2ccco2)cc1	-1.14	-1.1
Cc1ccc(C)c(CNc2ccc(S(=O)(=O)N3CCCCC3)cc2)c1	.	0.6
CC(=O)/C(N=Nc1cccc(C(F)(F)F)c1)=C(\C)O	1.02	-0.7
Cc1ccc(NC(=O)CCS(=O)(=O)c2cc3c(cc2Cl)NC(=O)CO3)cc1	0.7	-0.1
CC1(C)Cc2c(sc(NC(=O)C3CC(Cl)=CCC3C(=O)O)c2C#N)CO1 (stereo not given)	-1.52	-0.2
CCn1nc(C(C)C(=O)O)c2ccccc2c1=O (stereo not given)	0.2	-1.4
CC1CN(C(=O)Cc2ccc(-c3ccccc3)cc2)CC(C)O1 (stereo not given)	-2.29	-0.7
CC(C)C(C(=O)Nc1ccc(N2CCOCC2)cc1)N1C(=O)c2ccccc2C1=O (stereo not given)	-0.61	-3.3
Cn1ccsc1=NC(=O)c1cc(S(=O)(=O)N2CCOCC2)ccc1F	-0.22	.
CC1=C(C(=O)NCCc2ccc(C)cc2)C2(CCC(C)CC2)OC1=O (stereo not given)	-0.23	-1.4

Part of the list above in order of molar mass, largest number first:
SMILES	Kir21 inh	STK33 kinase inh
O=C(/C=C/c1ccc(Cl)cc1)NC(=S)Nc1ccc(NC(=O)c2ccco2)cc1	-1.14	-1.1
CC(C)C(C(=O)Nc1ccc(N2CCOCC2)cc1)N1C(=O)c2ccccc2C1=O (stereo not given)	-0.61	-3.3
COc1ccc(C=O)cc1CN1CCCN(Cc2ccccc2F)S1(=O)=O	0.03	0.7
Cn1ccsc1=NC(=O)c1cc(S(=O)(=O)N2CCOCC2)ccc1F	-0.22	.
Cn1ncc(Br)c1C(=O)Nc1ccc(Br)cn1	2.36	-0.9
CC1=C(C(=O)NCCc2ccc(C)cc2)C2(CCC(C)CC2)OC1=O (stereo not given)	-0.23	-1.4

Screening results (PubChem)
